Source: PubChem BioAssay
miR-122 sensor – miR-122 Renilla sensor signal increase in Huh7, primary screen, miR-122 inhibitor project, cell-based, single point, plate reader; activation (reporter increase), % at 12.5 µM; 0.3% of 340,000 active; Huh7 miR-122 Renilla luciferase sensor, 48 h; neutral wells = 0, positive control = 100; AID 602342, 2012;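 active means mean replicate activation score at least 90 and every replicate individually at or above 90; inconclusive means only one of the two criteria met; inactive means neither criterion met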;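 further: higher luciferase means less miR-122 activity so hits act as miR-122 inhibitors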
PAX8 inh HTS – inhibitors of PAX8-driven TPO luciferase reporter, primary screen, RMG-I cells, single concentration; 1.2% of 360,000 active; inhibition, % at 12.6 µM; AID 652154, 2013; SteadyGlo, 24 h;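 active means mean replicate inhibition at least 60% with every replicate also reaching 60%; inconclusive means only one of the two criteria is met; inactive means mean below 60% and not all replicates reaching 60%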;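 further: luciferase light reporting Pax8 driven TPO promoter activity; plate controls were median of neutral control wells for no effect and mitoxantrone controls for full effect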
DENV2 CPE – inhibitors of DENV2 cytopathic effect, primary screen, cell-based, plate reader, single concentration | DENV2-infected cells, cytopathic effect rescue | CPE inhibition, % at 9.99 µM | 1.7% of 350,000 active | AID 651640, 2012; in the data active means CPE inhibition above about 20%, passing the limit was not always enough; inconclusive means no clear call, values can overlap the other calls; tested in BHK-21 cells;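 further: 0% = median of neutral control wells and 100% = median of positive control wells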
FN deposit inh – inhibitors of fibronectin matrix deposition, primary screen, AH1F cells, Alexa488-fibronectin fluorescence, plate reader. AH1F fibroblasts, overnight. inhibition, % at 12.6 µM. 0.086% of 350,000 active;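 active means mean inhibition across replicates of 30% or more, regardless of how many single replicates reach that level; inconclusive means mean under 30% yet at least half of replicates reach 30%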;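 further: positive control wells lacked labelled fibronectin entirely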
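Assay system: AH1F fibroblasts assembling fluorescent fibronectin matrix; Amount: 10000 AH1F cells per well; Buffer or medium: DMEM, 2% serum; Probe or stimulus: Alexa488-fibronectin, 24 nM final in well; Doses: single compound dose, delivered by pin transfer; Incubation: 1 h adhesion, overnight exposure; Measured by: fluorescence 485/525 nm; Read-out: fibronectin deposition inhibition.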
CFTR F508del cor – F508del CFTR correction, initial screen, CFBE line, single point. 0.36% of 350,000 active. CFBE cells, YFP halide quenching; stimulated with forskolin plus potentiator P3; % fluorescence drop versus neutral controls. AID 720511, 2013. activity (quench increase), % at 7.58 µM;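 active means mean added fluorescence quench of at least 8% versus neutral control, with both replicates also reaching 8%; inconclusive means only one of the mean or replicate conditions met; inactive means mean below 8% and not both replicates reaching 8%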;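 further: cells transiently co-express mutant CFTR-F508del with the halide-sensitive YFP; corrector assay measuring rescue of mutant channel to the surface after 24 h compound exposure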
INS-1E GSIS act – GLuc luminescence reporter in INS-1E cells, primary screen for activators of glucose-dependent secretion of insulin. INS-1E GLuc reporter insulin secretion, 2-3 h. activation, % at 16.6 µM. 0.61% of 370,000 active;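 active means lowest replicate activation of at least 40%, so every replicate reaches that level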;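 further: 0% = median of neutral control wells and 100% = median of IBMX positive control wells; some compounds called inactive have numbers as strong as hits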
EWS-Fli block – EWS/Fli-driven NR0B1 reporter inhibitors, primary screen, A673 cells, NR0B1 luciferase, luminescence, MLPCN library; viability-normalised; inhibition, % at 12.6 µM; 0.67% of 350,000 active; AID 651661, 2012;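 active means mean inhibition of at least 50% after viability correction, with every replicate also passing that limit; inconclusive means mean reaches 50% but only one of two replicates passes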;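 further: firefly luciferase signal divided by Alamar Blue viability fluorescence both relative to DMSO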
Numbers without * were called inactive; ? = inconclusive; . = not tested or not shown; & = joins results of further samples; [ ] = another dose, or the depositor's remark. An unsorted share of the library; 3.9% or so of the library scored in one or more.

Start of the listing, in advance, three compounds:
SMILES | miR-122 sensor | PAX8 inh HTS | DENV2 CPE | FN deposit inh | CFTR F508del cor | INS-1E GSIS act | EWS-Fli block
Cc1ccc(C)c(S(=O)(=O)N2CCN(C(=O)[C@H](Cc3ccccc3)NC(=O)c3ccco3)CC2)c1 | 5 | 15 | 3 | 12 | -0.9 | -1 | 1
CC(C)(C)OC(=O)N1CCC(NC(=O)c2[nH]cnc2C(=O)Nc2ccccc2F)CC1 | -4 | 6 | ? | -7 | -2.1 | -20 | 5
O=C(NCCc1ccccc1)C(=O)NCC1CCCN1S(=O)(=O)c1ccccc1 (stereo not drawn) | 9 | 21 | -4 | 1 | 4.6 | -10 | 45

The listing, from the first entry:
SMILES | miR-122 sensor | PAX8 inh HTS | DENV2 CPE | FN deposit inh | CFTR F508del cor | INS-1E GSIS act | EWS-Fli block
Cc1ccc(C)c(S(=O)(=O)N2CCN(C(=O)[C@H](Cc3ccccc3)NC(=O)c3ccco3)CC2)c1 | 5 | 15 | 3 | 12 | -0.9 | -1 | 1
CC(C)(C)OC(=O)N1CCC(NC(=O)c2[nH]cnc2C(=O)Nc2ccccc2F)CC1 | -4 | 6 | ? | -7 | -2.1 | -20 | 5
O=C(NCCc1ccccc1)C(=O)NCC1CCCN1S(=O)(=O)c1ccccc1 (stereo not drawn) | 9 | 21 | -4 | 1 | 4.6 | -10 | 45
CCC(=O)N(C)C[C@H]1Oc2ncc(C3=CCCC3)cc2C(=O)N([C@H](C)CO)C[C@@H]1C | -1[16.7 µM] | . | -9 | -2 | 1.0 | 9 | 8
C[C@H](CO)N1C[C@H](C)[C@@H](CN(C)S(=O)(=O)c2ccc(F)cc2)OCc2cn(nn2)CCCC1=O | 3 | -1&9 | 16&-2 | 7&-17 | 0.3&-2.0 | 1&-5 | 0&-3
C[C@@H]1CN([C@H](C)CO)C(=O)c2cccc(NC(=O)Nc3ccc(F)cc3)c2O[C@@H]1CN(C)Cc1ccc(Oc2ccccc2)cc1 | -2[16.7 µM] | . | -8 | . | -1.2 | -26 | 10
C[C@H]1CN([C@@H](C)CO)C(=O)c2cc(NC(=O)CCCCCC(=O)Nc3ccccc3N)ccc2O[C@@H]1CN(C)CC1CCCCC1 | . | 13 | 3 | . | 0.7 | 14 | 2
Cc1nc2nc(CSc3nnc(C)s3)cc(=O)n2[nH]1 | 0&1 | -3 | -3 | 1&-6 | -2.0 | -1 | -6
CCOc1ccc(NC(=O)c2cccc(NC(=O)c3ccccc3)c2)cc1 | 7 | -54 | -5 | 2 | 2.0 | 4 | -55
COc1ccc([N+](=O)[O-])cc1NC(=O)CSc1ncccn1 | -14 | 12 | -3 | -9 | 0.6 | 3 | 4
CCCNC(=O)N1[C@H](C#N)[C@@H](c2ccccc2-c2ccccc2F)[C@@H]1CO | . | . | 5 | -1 | 2.2 | -11 | 2
O=C(CCN1C(=O)/C(=C/C=C/c2ccccc2)SC1=S)Nc1ccccn1 | . | -23 | 1 | -6 | 0.7 | -18 | 25
Cc1ccnc2c1ccc1cccnc12 | 16 | 80* | -14 | . | 9.4* | 12 | 38
CCOc1ccc(-c2nnn(CC(=O)NCc3ccc(F)cc3)n2)cc1OCC | . | . | 6 | . | -1.4 | 14 | 0
Cc1nccc(-c2cccc(N/N=C(\C#N)C(=O)c3ccccc3)c2)n1 | . | -11 | -2 | 2 | 0.1 | -52 | 23
CC(=O)N(C)C[C@@H]1Oc2cc(C#Cc3ccccc3)ccc2S(=O)(=O)N([C@@H](C)CO)C[C@@H]1C | 7[16.7 µM] | . | -5 | . | 2.0 | -15 | -2
Cc1cc(C)c(C)c(Oc2ncnc(N)c2[N+](=O)[O-])c1 | . | 4 | . | -6 | . | 10 | .
OC(c1ccc(Cl)cc1)c1nnc(-c2ccccc2)o1 (stereo not drawn) | -5 | -60 | . | 8 | . | . | .
COc1ccc(C(O)Cn2cc([N+](=O)[O-])nc2C)cc1 (stereo not drawn) | -5 | -16 | -8 | 13 | -2.0 | . | 1
O=C(N[C@@H]1CC[C@H](CCn2cc(-c3ccccc3)nn2)O[C@@H]1CO)c1ccccc1F | . | 4 | -9 | 1 | 2.8 | -5 | -10
Cc1ccsc1C(=O)N1CCCC(CCC(=O)N2CCN(c3ccccn3)CC2)C1 (stereo not drawn) | -6 | 10 | . | -6 | -0.1 | -10 | -5
CCCCn1c(N)c(N(CCOC)C(=O)c2ccc(-c3ccccc3)cc2)c(=O)[nH]c1=O | . | -15 | 9 | 1 | -0.9 | -8 | -2
O=C1CC(NNC(=O)c2ccc(Br)cc2)C(=O)N1 (stereo not drawn) | 5 | 14 | -1 | -1 | 1.3 | -2 | 6
O=C(O)c1cc(N/N=C/C(Cl)=C/c2ccccc2)ccc1Cl | -10 | 30 | 4 | 3 | -3.8 | -2 | 3
CCCNC(=O)C1(C)CCN(C(=O)C(c2ccccc2)c2ccccc2)C1 (stereo not drawn) | 0 | 3 | 6 | 3 | -1.2 | 25 | -1

Ordered by value in INS-1E GSIS act (descending): 3 from the list above
Compound | INS-1E GSIS act
CCC(=O)N(C)C[C@H]1Oc2ncc(C3=CCCC3)cc2C(=O)N([C@H](C)CO)C[C@@H]1C | 9
CCCNC(=O)N1[C@H](C#N)[C@@H](c2ccccc2-c2ccccc2F)[C@@H]1CO | -11
C[C@@H]1CN([C@H](C)CO)C(=O)c2cccc(NC(=O)Nc3ccc(F)cc3)c2O[C@@H]1CN(C)Cc1ccc(Oc2ccccc2)cc1 | -26

Following part
SMILES | miR-122 sensor | PAX8 inh HTS | DENV2 CPE | FN deposit inh | CFTR F508del cor | INS-1E GSIS act | EWS-Fli block
O=S(=O)(c1ccc(F)cc1)N1[C@@H]2CNC[C@H]1C2c1ccc(-c2ccccc2)cc1 (stereo partly drawn) | . | -18&4 | -7&-2 | -3&-6 | 2.7&2.2 | -13&8 | 0&0
COc1ccccc1N1CCN(C(=O)C2CCCN(c3ncnc4c3nc3n4CCCCC3)C2)CC1 (stereo not drawn) | -2 | 31 | 1 | 2 | -3.1 | 3 | 21
CCCCn1nnnc1C(c1ccccc1)N1CCN(c2ccccc2)CC1 (stereo not drawn) | . | -10 | ? | -5 | 0.3 | 2 | -6
COc1ccccc1CNc1ccc2nnc(CCNC(=O)c3ccc(C)cc3)n2n1 | . | -4 | -1 | 1 | 0.8 | 1 | -7
CC(C)(C)OC(=O)Nc1ccc([C@@H](NC(=O)OC(C)(C)C)C(=O)OC(C)(C)C)cc1 | 4 | 11 | -9 | -3 | 1.6 | -7 | 17
CCc1ccccc1NC(=O)CN(C)Cc1c(O)ccc2ccccc12 | 6 | 8 | 1 | -2 | 0.7 | -35 | 8
O=C(NCC1(N2CCCCC2)CCCCC1)c1ccc(NS(=O)(=O)c2ccccc2)cc1 | -3 | 13 | 0 | 2 | 0.2 | 5 | 0
COc1ccc(NC(=O)Nc2ccc3c(c2)CC(=O)N([C@@H](C)CO)C[C@H](C)[C@@H](CN(C)S(C)(=O)=O)O3)cc1 | . | -5 | 8 | . | -3.4 | -1 | .
COc1ccccc1NC(=O)Oc1cccc(OC(=O)c2ccccc2)c1 | -1 | 12 | -6 | 1 | 0.9 | 1 | -13
O=C1c2c(-c3ccc(Br)cc3)noc2CCN1Cc1cn(-c2ccccc2)nn1 | . | 13 | -6 | 5 | -0.1 | -20 | 5
Cc1ccc(-c2nn3c(C)nnc3c3ccccc23)cc1S(=O)(=O)NCCO | . | -46 | 0 | -3 | 1.5 | -6 | 2
COc1ccc(S(=O)(=O)Nc2ccc3c(c2)C(=O)N([C@@H](C)CO)C[C@H](C)[C@H](CN(C)S(=O)(=O)c2ccc(Cl)cc2)OCCCC[C@@H](C)O3)cc1 | 1[16.7 µM] | 44 | -5 | 6 | 0.6 | -7 | 2
Cc1ccc(-n2nc(C)c3c(C)c(CCC(=O)NC(C)c4ccccc4)c(C)nc32)cc1 (stereo not drawn) | -8 | 3 | 13 | -5 | 2.1 | 17 | 8
CCCNC(=O)c1ccc(COc2cccc3ccccc23)o1 | 5 | -15 | 0 | -4 | -1.1 | -23 | 7
CCCN(CCC)S(=O)(=O)c1ccc(C(=O)Nc2nnc(COC)o2)cc1 | . | 0 | -1 | . | 3.3 | 9 | 5
CN1CCN(c2ncc3c(n2)CC(c2ccccc2F)CC3=O)CC1 (stereo not drawn) | . | 14 | 1 | -10 | -1.2 | 11 | -7
CO[C@H]1CN(C)C(=O)c2ccc(NC(=O)NC(C)C)cc2OC[C@@H](C)N(Cc2cncnc2)C[C@@H]1C | 14[16.7 µM] | . | . | -4 | -0.4 | 19 | 0
C[C@@H]1CCCCO[C@@H](CN(C)C(=O)NC2CCCCC2)[C@H](C)CN([C@@H](C)CO)C(=O)c2cc(NC(=O)Nc3cccc4ccccc34)ccc2O1 | -14[16.7 µM] | 31 | -2 | . | 1.1 | 7 | 5
Cc1noc(C)c1S(=O)(=O)N(C)C[C@H]1OCCCC[C@@H](C)Oc2ccc(NC(=O)Nc3cccc4ccccc34)cc2C(=O)N([C@@H](C)CO)C[C@H]1C | 4[16.7 µM] | 4 | -2 | . | -0.8 | 1 | 8
Cc1cccc([C@@H]2[C@@H]3C(=O)N(Cc4ccccc4)C(=O)[C@@H]3[C@]3(Cc4ccccc4)C(=O)N(c4ccccc4)C(=O)N23)c1 | -7 | -14 | 1 | -2 | 2.7 | -2 | 7
NC(=O)CCCn1c(C(=O)c2ccc(Cl)cc2)c2ccc([N+](=O)[O-])cc2[n+]1[O-] | -3 | 47 | -8 | 6 | -2.1 | -12 | 24
COc1ccc(C#Cc2c(-c3ccc(OC)cc3)oc3ccc(-c4ccc(OC)cc4)cc23)cc1 | . | -5 | ? | -2 | 1.2 | 14 | -11
Oc1ccc(-c2csc(Nc3cccnc3)n2)cc1 | -1 | . | . | -9 | . | 7 | .
O=S(=O)(c1cc(Br)c(Cl)s1)N1CCCC1 | 7 | 2 | 5 | -3 | -2.8 | 2 | -17
CCCCCCCCN1C(=O)[C@H](CC(=O)NCC2CCCCC2)C[C@@]2(C(=O)OC)CC(C)(C)CC=C12 | . | 5 | -4 | 2 | -0.6 | -20 | -3
The list continues.
SMILES | miR-122 sensor | PAX8 inh HTS | DENV2 CPE | FN deposit inh | CFTR F508del cor | INS-1E GSIS act | EWS-Fli block
COc1ccc2cc(CCNC(=O)c3cccs3)c(=O)[nH]c2c1 | -5 | -172 | 9 | 10 | 0.2 | -1 | -95
CCN(CC(=O)NCc1cccs1)C(=O)/C=C/c1ccc(C)cc1 | 9 | -10 | 14 | 1 | -3.2 | . | -1
COc1cc(-c2nnc(SCC(=O)c3cc(C)n(CC4CCCO4)c3C)o2)cc(OC)c1OC (stereo not drawn) | 16 | 8 | . | -2 | . | . | .
COc1ccc(CCN(C)C(=O)c2cccc(S(=O)(=O)N3CCN(c4ccc(F)cc4)CC3)c2)cc1OC | -1 | 29 | -3 | -16 | -2.2 | 8 | 11
CC(=O)NCCc1ccc(C(=O)COC(=O)c2cccs2)cc1 | 2 | -20 | -4 | 4 | 1.8 | . | -30
C[C@H]1CN([C@@H](C)CO)C(=O)c2cc(-c3ccccc3)cnc2O[C@H]1CN(C)C(=O)Nc1ccc2c(c1)OCO2 | 6[16.7 µM] | 7 | 1 | . | -0.7 | -6 | 1

Only FN deposit inh (three entries from above):
SMILES	FN deposit inh
CCN(CC(=O)NCc1cccs1)C(=O)/C=C/c1ccc(C)cc1	1
COc1cc(-c2nnc(SCC(=O)c3cc(C)n(CC4CCCO4)c3C)o2)cc(OC)c1OC (stereo not drawn)	-2
COc1ccc(CCN(C)C(=O)c2cccc(S(=O)(=O)N3CCN(c4ccc(F)cc4)CC3)c2)cc1OC	-16
